MITF primary = human MITF inhibition, primary screen; 650,000 compounds, 0.91% hits; AlphaScreen MITF homodimerization, bead proximity signal; O75030; inhibition, % at 2.6 µM; in the data active = inhibition above about 50%;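 also: 0% = vehicle wells with protein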
Target sequence (O75030 whole entry, looked up): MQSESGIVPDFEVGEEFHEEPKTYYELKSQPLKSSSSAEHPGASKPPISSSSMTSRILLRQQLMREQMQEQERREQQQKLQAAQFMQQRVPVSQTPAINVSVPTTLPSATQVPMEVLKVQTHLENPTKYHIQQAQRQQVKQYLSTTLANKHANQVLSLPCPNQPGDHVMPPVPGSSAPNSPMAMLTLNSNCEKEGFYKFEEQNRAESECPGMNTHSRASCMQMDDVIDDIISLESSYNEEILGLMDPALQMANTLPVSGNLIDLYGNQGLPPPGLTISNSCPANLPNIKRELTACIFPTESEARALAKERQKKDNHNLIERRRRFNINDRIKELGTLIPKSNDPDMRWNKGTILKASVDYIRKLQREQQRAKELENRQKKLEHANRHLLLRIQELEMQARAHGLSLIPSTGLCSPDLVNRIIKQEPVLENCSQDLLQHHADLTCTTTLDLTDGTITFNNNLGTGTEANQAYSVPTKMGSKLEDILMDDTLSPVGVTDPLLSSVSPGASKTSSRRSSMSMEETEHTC
TEAD-YAP block = TEAD-YAP interaction inhibition; inhibition, % at 9.12 µM; 640,000 compounds, 1.4% hits; HEK-TIYL cells, TEAD-Gal4/YAP UAS-luciferase luminescence; in the data active = inhibition above about 32%;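 also: 0% = median of test compound wells and 100% = reference inhibitor wells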
FBW7 act = human FBW7 E3 ligase activation, primary screen; Q969H0; AlphaScreen FBW7–phospho-cyclin E peptide binding, activator screen; normalized activity (activation), % at 26.1 µM; 650,000 compounds, 0.13% hits; AID 1259310; in the data active = normalized activity above about 1.9%;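 also: purified mutant Fbw7 with reduced substrate affinity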
GPR151 ag = human GPR151 activation; AID 1508602; PathHunter beta-arrestin GPR151 cells, luminescence; 650,000 compounds, 1% hits; activation, % at 11.2 µM; in the data active = activation above about 4.9%;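 also: 0% = median of compound wells and 100% = cells with positive control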
Target sequence (Q8TDV0 whole entry, looked up): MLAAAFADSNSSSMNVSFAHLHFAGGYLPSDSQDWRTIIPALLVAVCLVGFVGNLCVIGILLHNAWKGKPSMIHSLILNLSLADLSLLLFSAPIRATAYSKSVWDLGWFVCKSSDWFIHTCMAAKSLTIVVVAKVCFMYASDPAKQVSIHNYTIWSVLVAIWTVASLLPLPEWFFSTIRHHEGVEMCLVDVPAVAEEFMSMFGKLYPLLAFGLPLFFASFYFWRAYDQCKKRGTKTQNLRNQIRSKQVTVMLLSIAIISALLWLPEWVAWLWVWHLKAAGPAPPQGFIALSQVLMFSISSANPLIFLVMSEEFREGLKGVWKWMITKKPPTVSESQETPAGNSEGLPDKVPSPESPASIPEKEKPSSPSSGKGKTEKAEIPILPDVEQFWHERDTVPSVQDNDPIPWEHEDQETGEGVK
Starred values were filed as active, the others as inactive.

SMILES | MITF primary | TEAD-YAP block | FBW7 act | GPR151 ag
CCc1cccc2c(/C=C/c3nc(O)c([N+](=O)[O-])c(=O)[nH]3)c[nH]c12 | -5 | 1 | 0.1 | 0.4
CCOC(=O)c1c(C)n(C)c2ccc(OC(=O)C#Cc3ccccc3)cc12 | -12 | -6 | 0.0 | -0.5
Cc1cc(=O)oc2cc(OC(=O)c3ccc(F)c(S(=O)(=O)N4CCOCC4)c3)ccc12 | 2 | -2 | -0.1 | 0.3
CCOC(=O)c1c(NC(=O)c2ccc(OC)c(OC)c2)sc(C(=O)N2CCCCC2)c1C | 8 | 7 | 0.1 | -1.3
Cc1nonc1CNC(=O)C1CC(Cc2cccc3ccccc23)=NO1 (stereo unspecified) | 9 | -77 | -0.4 | 0.2
COc1ccc(OC)c(NC(=O)c2sc3nc(C)nc(N4CCCCC4C)c3c2C)c1 (stereo unspecified) | 3 | -3 | -0.1 | 1.0
Cc1cc(NC2CC2)nc(NCc2cccnc2)n1 | -7 | -6 | 0.0 | -1.4
Clc1ccc(-c2noc(C3CCCNC3)n2)cc1 (stereo unspecified) | 1 | -85 | 0.1 | -5.0
CCOc1ccccc1CNC(=O)C(C)n1c2ccccc2c2nc(=O)cc(C)n21 (stereo unspecified) | -18 | 6 | 0.0 | 0.3
CCc1ccc(N=C2N=C(N)c3ccccc32)cc1 | 1 | -31 | -0.1 | 2.1
Cc1cccc(C(C)C)c1NC(=O)CN(Cc1ccccc1)S(C)(=O)=O | -10 | 0 | 0.0 | -0.3
Cc1cc(C=C2C(=O)NC(=O)NC2=O)c(C)n1-c1cccc(Cl)c1 | 0 | 1 | 0.3 | 1.2
Cc1cc2ccccn2c1C(=O)C(F)(F)F | -23 | 12 | 0.2 | 0.3
Cc1cc(NC(=O)CSc2ncn[nH]2)no1 | 18 | 4 | 0.1 | -1.6
O=C(c1ccccc1F)N1C(=O)c2cccc3cccc1c23 | 14 | -4 | 0.0 | 0.2

Given with values under each structure: entries from further up
The line under a structure holds: MITF primary, TEAD-YAP block, FBW7 act, GPR151 ag
- Cc1cc(C=C2C(=O)NC(=O)NC2=O)c(C)n1-c1cccc(Cl)c1
  0, 1, 0.3, 1.2
- Cc1cc2ccccn2c1C(=O)C(F)(F)F
  -23, 12, 0.2, 0.3

The results go on:
SMILES | MITF primary | TEAD-YAP block | FBW7 act | GPR151 ag
COc1cc(NC(=O)CCC(=O)OCC(F)(F)F)nc(OC)n1 | 6 | 3 | 0.2 | 0.9
COc1cc(N=Cc2c(O)n(-c3ccccc3F)c(=O)[nH]c2=O)cc(OC)c1OC | -7 | 1 | -0.1 | 1.7
Cc1cccc(NC(=O)c2ccc(NS(=O)(=O)c3ccc4[nH]cc(C(=O)O)c(=O)c4c3)cc2)c1 | 70* | 5 | 0.6 | 0.7
N#C/C(C(N)=O)=C1/SC=C(c2ccccc2)N1c1ccccc1 | 5 | 6 | 0.0 | 0.2
CC(C)c1cccc(C(C)C)c1NC(=O)COC(=O)c1ccc(N)c([N+](=O)[O-])c1 | -2 | 9 | -0.1 | 0.7
O=C(Nc1ccccc1C(F)(F)F)c1ccc(F)c(S(=O)(=O)N2CCC3(CC2)OCCO3)c1 | 2 | 7 | -0.1 | -0.2
O=C(Nc1nc(-c2cccs2)cs1)c1ccc(Cc2ccccc2)cc1 | 9 | -1 | -0.1 | 2.7
CC(=O)N1CCC(N(CCN2CCOCC2)C(=S)Nc2ccccc2C)CC1 | 7 | 2 | 0.1 | -0.6
CN(Cc1coc2c(Cl)cc(Cl)cc2c1=O)CC(O)c1ccccc1 (stereo unspecified) | 11 | -5 | 0.0 | 2.4
Cc1cc2nc(-c3ccc(SCC(N)=O)nc3)[nH]c2cc1C | 4 | 1 | 0.0 | -0.1
Cc1cccc(-n2c(SCC(N)=O)nnc2-c2ccc(O)cc2)c1C | -8 | -4 | -0.1 | 1.5
O=C(c1cc(F)cc(F)c1)N1CCN2C(=O)[C@H]3CCCN3C(=O)[C@H]2C1 | 4 | -16 | 0.3 | -1.2
CCC(=O)c1ccc(OC(=O)c2nc3nccc(C)n3n2)cc1 | 10 | 4 | 0.0 | 0.1
O=[N+]([O-])c1cc([N+](=O)[O-])c2cccnc2c1Sc1nnc(-c2ccco2)o1 | 22 | -9 | -0.5 | -1.0
Cc1ccc(CCNC2CCN(c3ccc(C(=O)N4CCCC(O)C4)cc3)CC2)cc1 (stereo unspecified) | -5 | -8 | -0.1 | -1.0
COc1ccc(N2CCN(CCCNC(=O)Nc3ccccc3[N+](=O)[O-])CC2)cc1 | 5 | -2 | -0.1 | -0.7
CCOC(=O)/C(C#N)=C/c1c(Oc2ccccc2C)nc2ccccn2c1=O | 12 | 2 | -0.1 | 0.7
COc1ccc(-c2nnc(SCCC#N)o2)cc1OC | 0 | 12 | 0.1 | -1.1
Cc1cc(C(=O)C(=O)c2nccn2C)c(C)n1C | 9 | 1 | 0.0 | -0.8
N#CCC(=O)NCc1ccccc1 | -3 | -2 | -0.1 | -0.4
CCOc1cc(/C=N/NC(=O)NN(C)c2ncc(C(F)(F)F)cc2Cl)ccc1O | -13 | -1 | 0.0 | -1.5
COc1ccc(C2(C)NN=C3Sc4ccccc4N32)cc1 (stereo unspecified) | 19 | -50 | 0.1 | 0.2
N/C(=N\N=C\c1c2ccccc2cc2ccccc12)c1nonc1N | -1 | 4 | -0.5 | 0.4
CN(C)C(=O)c1cccc(-c2ccc3c(-c4cnn(C)c4)[nH]nc3n2)c1 | 7 | -44 | 0.0 | 0.2
O=C(NCCc1ccc(O)cc1)c1cnc(Br)s1 | -15 | -4 | 0.3 | 1.0
Cc1ccc(N2C(=O)C3CCC(C)CC3C2=O)cc1C (stereo unspecified) | 7 | 0 | 0.8 | -1.2
COc1cc(NC(=O)/C=C/c2ccccc2)c(C(=O)O)cc1OC | 41 | 6 | 0.7 | 1.0
O=C(NCCO)c1csc(N2CCC(N3CCOCC3)CC2)n1 | -5 | -14 | -0.1 | -0.6
CCCNC(=O)C1CCN(c2ccc(Nc3nccc4ccccc34)nn2)CC1 | 18 | -31 | -0.1 | -1.2
CN(C)c1ccc(C2CC(c3ccccc3)=NN2C(=O)c2ccc(F)cc2)cc1[N+](=O)[O-] (stereo unspecified) | 19 | 9 | -0.1 | 0.9

Part of the list above, as labelled records:
structure: COc1ccc(-c2nnc(SCCC#N)o2)cc1OC
  MITF primary = 0
  TEAD-YAP block = 12
  FBW7 act = 0.1
  GPR151 ag = -1.1

structure: Cc1cc(C(=O)C(=O)c2nccn2C)c(C)n1C
  MITF primary = 9
  TEAD-YAP block = 1
  FBW7 act = 0.0
  GPR151 ag = -0.8

structure: N#CCC(=O)NCc1ccccc1
  MITF primary = -3
  TEAD-YAP block = -2
  FBW7 act = -0.1
  GPR151 ag = -0.4

Later entries.
SMILES | MITF primary | TEAD-YAP block | FBW7 act | GPR151 ag
CC1=C(C(=O)NCCN2CCN(Cc3ccccc3)CC2)C2(CCCCC2)OC1=O | 10 | 7 | 0.1 | -0.3
COc1ccccc1NC(=O)C1=C(C)NC(SCC(=O)Nc2cc(C)ccc2C)=C(C#N)C1c1ccc(C)o1 (stereo unspecified) | -66 | 9 | 0.0 | 0.5
CS(=O)(=O)c1cccc(S(=O)(=O)Nc2cccc([N+](=O)[O-])c2)c1 | -7 | -14 | -0.1 | 0.5
CC(SCc1ccccc1)C(=O)Nc1ccc(F)cc1 (stereo unspecified) | 9 | 1 | 0.1 | 1.2
CC(C)(C)c1ccc(OCC(=O)N2N=CCC2(O)C(F)(F)F)cc1 (stereo unspecified) | 2 | 5 | 0.0 | -1.9
CCCCSc1nc(N)cc(=O)[nH]1 | -9 | 11 | 0.1 | -1.0
CCN1C(=O)NC(=O)/C(=C\c2cn(CC(N)=O)c3ccccc23)C1=O | 8 | 2 | -0.6 | 0.8
COC(=O)C1=C(C)N(C)C(=O)NC1c1ccc(OC)c(OC)c1 (stereo unspecified) | 3 | 1 | 0.0 | -0.3
N#C/C(=C\c1ccc(OC(F)F)cc1)C(=O)NCc1ccccc1 | 2 | 12 | -0.1 | 1.8
CC(Oc1ccc(Br)cc1Cl)C(=O)N1CCOCC1 (stereo unspecified) | -4 | -3 | -0.1 | 1.8
CCC(Oc1ccc2c(c1)oc(=O)c1ccccc12)C(=O)OC (stereo unspecified) | -2 | 4 | -0.5 | -1.5
COC(=O)c1cnc(NC2CCCC(C)C2C)c2ccccc12 (stereo unspecified) | 4 | -5 | 0.5 | -1.7
O=C1CCC(CCC(=O)N2CCC(C(O)c3cccs3)CC2)(Cc2ccccc2)N1 (stereo unspecified) | -5 | -36 | -0.1 | 0.3
CCCC1C(c2ccccc2)C(C#N)(C#N)C2(C#N)CC1(O)NC2=O (stereo unspecified) | -3 | -16 | 0.1 | -1.1
CC(=O)Oc1ccc(Cl)cc1/C=C1\C=C(c2ccc(Cl)cc2)OC1=O | 4 | 8 | -0.2 | 0.3
COc1ccccc1C(=O)CSc1ncn[nH]1 | 4 | -6 | -0.1 | 0.0
CSc1ccc(-c2nc(-c3ccccc3)c(-c3ccc(Cl)cc3)[nH]2)cc1 | -8 | 3 | 0.1 | -0.2
CC(C)Oc1ccc(Cl)cc1[N+](=O)[O-] | 5 | 3 | 0.2 | -0.5
NC(=O)NCCCC(=O)OCC(=O)Nc1ccccc1[N+](=O)[O-] | -2 | 10 | -0.1 | -0.9
O=C(COc1ccc(Cl)cc1)N/N=C/c1ccc(O)c([N+](=O)[O-])c1 | 2 | 7 | 0.2 | 0.3
COc1cc(/C=N/NC(=O)c2cc(-c3ccccc3)n[nH]2)cc([N+](=O)[O-])c1O | -2 | -2 | 0.7 | 0.2
CC12CCC(C(=O)NCc3ccccn3)(CC1=O)C2(C)C (stereo unspecified) | 5 | 4 | -0.1 | -0.3
COc1ccc(CN2CCN(Cc3ccc(F)cc3)C(CCO)C2)c(OC)c1C (stereo unspecified) | -14 | 2 | -0.1 | -0.4
COC(=O)c1ccc(COC(=O)c2cccc(S(=O)(=O)NCc3ccccc3)c2)o1 | 11 | 2 | 0.2 | 0.0
COC(=O)CSc1nnc(CNC(=O)Cc2ccccc2)n1-c1ccc(OC)cc1 | 2 | 4 | -0.1 | 0.7
O=C(CCN1CCOCC1)Nc1cc(C(=O)Nc2ccc(Cl)cc2)ccc1N1CC2CC(C1)c1cccc(=O)n1C2 (stereo unspecified) | 2 | -3 | 0.1 | -1.2
COc1ccc(S(=O)(=O)N2CCc3ccc(NS(=O)(=O)c4ccccc4)cc32)cc1 | 5 | -8 | 0.2 | -2.2
CCC(C)NCCOCCOc1cc(C)ccc1Cl (stereo unspecified) | 34 | 3 | -0.4 | 0.0
Cc1ccnc(N=Cc2cc(Br)ccc2O)c1 | 18 | 3 | 0.1 | 2.5
CCc1ccc(C(=O)COC(=O)CN2C(=O)c3cccc([N+](=O)[O-])c3C2=O)cc1 | 13 | 10 | -0.1 | 0.1
COc1ccc(S(=O)(=O)N2CCN(CCC(=O)Nc3ccccc3F)CC2)cc1 | 14 | -6 | 0.6 | -1.0
O=[N+]([O-])c1cc2c(cc1CNCCCN1CCOCC1)OCO2 | 59* | 2 | -0.1 | 1.3
Cc1cccc(OCCCC(=O)Nc2ccc(C(=O)OCC(C)C)cc2)c1 | 5 | 7 | 0.1 | -1.1
O=C(c1ccc2c(c1)OCO2)N1CCN(C(=O)c2ccco2)CC1 | 21 | 3 | -0.2 | -0.5
CCc1ccccc1NC(=O)C(=O)NCCOC | -25 | 8 | 0.0 | -0.4
O=C(Nc1cccc(C(=O)O)c1)/C(=C\c1cccc([N+](=O)[O-])c1)NC(=O)c1ccc(Br)cc1 | 3 | -2 | 0.1 | 0.7
O=C(COc1ccc(Cl)cc1Br)N/N=C/c1cc(O)ccc1[N+](=O)[O-] | 15 | -6 | 0.5 | -0.6
CC(=O)OCCNC(=O)c1ccc([N+](=O)[O-])cc1 | -24 | 1 | 0.0 | 0.0
COc1ccc(-c2nn(-c3ccccc3)cc2C(=O)O)cc1 | 15 | 8 | 0.1 | 0.5
O=C(CSc1nnc(CCCN2C(=O)c3cccc4cccc(c34)C2=O)n1-c1ccccc1)NCCCN1CCOCC1 | 6 | 3 | -0.1 | 0.0
CN1CCN(c2nc(Cc3ccccc3)nc3sc4c(c23)CCCC4)CC1 | 6 | -3 | 0.0 | -0.3
CC(C)(C)Oc1ccc(C(=O)N(Cc2ccc(F)cc2)C2CCOC(C)(C)C2)cc1 (stereo unspecified) | 17 | -4 | 0.3 | 0.7
Cc1nc(C(Cl)(Cl)Cl)[nH]c(=O)c1SCCO | 12 | 5 | 0.8 | -0.8
CCCCNC(=O)CC1Sc2ccccc2NC1=O (stereo unspecified) | 18 | 7 | 0.1 | -0.8
CC(C(=O)c1ccc(Cl)cc1)[n+]1ccccc1 (stereo unspecified) | -5 | -2 | -0.2 | 0.6

An excerpt of these results, with values under each structure:
Second line of a record: MITF primary | TEAD-YAP block | FBW7 act | GPR151 ag
> O=C(c1ccc2c(c1)OCO2)N1CCN(C(=O)c2ccco2)CC1
    21 | 3 | -0.2 | -0.5
> CCc1ccccc1NC(=O)C(=O)NCCOC
    -25 | 8 | 0.0 | -0.4
> O=C(Nc1cccc(C(=O)O)c1)/C(=C\c1cccc([N+](=O)[O-])c1)NC(=O)c1ccc(Br)cc1
    3 | -2 | 0.1 | 0.7
> O=C(COc1ccc(Cl)cc1Br)N/N=C/c1cc(O)ccc1[N+](=O)[O-]
    15 | -6 | 0.5 | -0.6
> CC(=O)OCCNC(=O)c1ccc([N+](=O)[O-])cc1
    -24 | 1 | 0.0 | 0.0

Screens as filed in PubChem BioAssay.
